FAS-TE inh – FAS thioesterase domain inhibitors, primary screen, biochemical, fluorescence intensity, uHTS; recombinant FAS-TE, OMFH fluorogenic substrate, fluorescence endpoint; 360,000 compounds, 0.67% hits; Fatty acid synthase (Homo sapiens), P49327; inhibition, % at 15 µM;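 active = compounds whose normalised, plate-corrected inhibition of enzyme fluorescence in the single-dose primary screen is 50% or more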;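 also: 0% = DMSO with enzyme and 100% = substrate without enzyme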
SKN-1 block – suppressors of acrylamide-induced Pgst-4::GFP reporter in worms, primary screen, SKN-1 inhibitor project, whole organism, uHTS, GFP/RFP fluorescence ratio, strain VP596; 360,000 compounds, 0.49% hits; C. elegans VP596 Pgst-4::GFP/RFP ratio, 24 h; inhibition, % at 21.8 µM;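 active = interference check ratio from 0.5 to 1.5 plus GFP to RFP signal ratio inhibition reaching or exceeding a fixed threshold, cut at about 30% in these data, passing the limit was not always enough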; also: some compounds called inactive have numbers as strong as hits
PABP1 MLLE inh – inhibitors of PABP1 MLLE–PAM2 peptide binding, primary screen, biochemical, fluorescence polarization, FITC-PAM2, GST-MLLE | 360,000 compounds, 0.36% hits | inhibition, % at 20 µM | Polyadenylate-binding protein 1 (Homo sapiens), P11940; in the data active = inhibition above about 35%, passing the limit was not always enough;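 also: plate controls were DMSO wells with GST-MLLE for no effect and wells lacking GST-MLLE protein for full effect; some results filed as inactive read as strong as hits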
Tb MetRS inh – T. brucei MetRS inhibitors, primary screen, biochemical, luminescence; methionyl-tRNA synthetase (Trypanosoma brucei brucei); inhibition, % at 11.9 µM; AID 624268, 2012; 360,000 compounds, 0.4% hits; purified T. brucei MetRS, ATP depletion, Kinase-Glo luminescence;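 active = inhibition above a per-plate cutoff of the control wells' mean inhibition plus 3 SD, cut at about 5.5% in these data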;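 also: 0% = DMSO wells median and 100% = median of wells with control inhibitor compound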
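Assay system: T. brucei methionyl-tRNA synthetase, purified | Medium: HEPES buffer with MgCl2, KCl, DTT, spermine, BSA, pyrophosphatase | Compound: 11.9 µM single point | Incubation: 15 min enzyme-compound preincubation, 2 h reaction, 10 min detection, 25 °C | Measured by: Kinase-Glo luciferase luminescence reporting remaining unconsumed ATP | Measure: % inhibition normalized to control-well medians | Replication: Singlicate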
MsrA act – bovine MsrA enzyme activators, primary screen, biochemical, absorbance, HTS. AID 602163, 2012. 360,000 compounds, 0.3% hits. purified bovine MsrA, absorbance read-out. Methionine sulfoxide reductase A (Bos taurus). activation, % at 10.6 µM; in the data active = activation above about 7.5%;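 also: 0% = vehicle and 100% = reference activator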
MT1-MMP act inh – blockers of MT1-MMP proenzyme processing, primary screen, HT1080 RFP-PRO-GFP cells, GFP/RFP fluorescence; GFP/RFP ratio change, % at 20 µM; 360,000 compounds, 0.061% hits; Matrix metalloproteinase-14 (Homo sapiens), P50281; GFP/RFP ratio fluorescence, overnight; percent of plate control window, DMSO zero; AID 651647, 2012;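 active = GFP/RFP ratio change of at least 30% with cell ATP level not reduced by more than half and red fluorescence within 50% of control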; also: strong numbers were not always called active
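Read-out: GFP/RFP fluorescence ratio; Test system: RFP-PRO-GFP reporter HT1080 cells; Compound dosing: single-point 20 µM compound, 1% DMSO; Times: overnight compound exposure at 37 °C.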
NRP1-CendR mod – modulators of CendR peptide binding to NRP-1, primary screen, biochemical, fluorescence polarization, uHTS. FAM-RPARPAR peptide binding to NRP-1. inhibition, % at 25 µM. 360,000 compounds, 0.85% hits. AID 602438, 2012;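 active = inhibition or corrected inhibition above about 18%, plus a signal ratio from 0.5 to 1.5, limit read from the data, passing the limit was not always enough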; also: strong numbers were not always called active
Target sequence (O14786 whole entry, looked up): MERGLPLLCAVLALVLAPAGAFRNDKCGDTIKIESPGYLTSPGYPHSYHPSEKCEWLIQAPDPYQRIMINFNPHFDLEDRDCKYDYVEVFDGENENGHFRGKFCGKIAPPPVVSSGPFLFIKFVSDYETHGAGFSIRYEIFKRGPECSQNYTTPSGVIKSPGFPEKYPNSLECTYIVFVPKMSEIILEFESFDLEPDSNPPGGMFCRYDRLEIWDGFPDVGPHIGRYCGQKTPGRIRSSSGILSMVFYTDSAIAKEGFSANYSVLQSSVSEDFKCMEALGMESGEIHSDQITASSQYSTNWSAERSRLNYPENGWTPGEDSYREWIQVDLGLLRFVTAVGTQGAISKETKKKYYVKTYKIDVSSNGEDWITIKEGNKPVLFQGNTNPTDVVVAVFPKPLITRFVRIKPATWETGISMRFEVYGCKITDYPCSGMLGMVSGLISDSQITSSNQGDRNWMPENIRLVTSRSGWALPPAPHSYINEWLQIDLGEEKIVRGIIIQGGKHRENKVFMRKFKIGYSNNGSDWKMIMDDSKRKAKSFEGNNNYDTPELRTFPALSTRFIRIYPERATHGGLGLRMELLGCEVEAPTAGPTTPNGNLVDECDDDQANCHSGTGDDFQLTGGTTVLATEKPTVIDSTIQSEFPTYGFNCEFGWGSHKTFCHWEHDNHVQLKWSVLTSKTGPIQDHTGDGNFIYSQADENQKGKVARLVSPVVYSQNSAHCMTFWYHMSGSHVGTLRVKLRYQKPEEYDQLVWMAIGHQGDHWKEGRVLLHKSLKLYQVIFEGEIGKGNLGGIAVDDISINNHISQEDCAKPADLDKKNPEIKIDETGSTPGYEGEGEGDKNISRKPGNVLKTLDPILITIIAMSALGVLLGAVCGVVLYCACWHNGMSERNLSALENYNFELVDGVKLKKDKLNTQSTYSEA
eLon inh – inhibitors of E. coli Lon protease, primary screen, biochemical, fluorescence polarization | 360,000 compounds, 0.42% hits | inhibition, % at 7.94 µM | purified E. coli Lon protease | AID 602123, 2011; in the data active = inhibition above about 13%, passing the limit was not always enough;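 also: 0% = enzyme with probe and DMSO and 100% = no enzyme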
MsrA inh – bovine MsrA enzyme inhibitors, primary screen, biochemical, absorbance, HTS. purified bovine MsrA, absorbance read-out. inhibition, % at 15.5 µM. 360,000 compounds, 0.75% hits. AID 651718, 2012. Methionine sulfoxide reductase A (Bos taurus); in the data active = inhibition above about 4.5%;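 also: 0% = vehicle wells with enzyme and 100% = reference inhibitor wells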
* hit, by the source's call; / = no result given; + = active, no number.

SMILES	FAS-TE inh	SKN-1 block	PABP1 MLLE inh	Tb MetRS inh	MsrA act	MT1-MMP act inh	NRP1-CendR mod	eLon inh	MsrA inh
Cc1nn(Cc2ccc(C(=O)O)o2)c(C)c1[N+](=O)[O-]	0	-10	6	-4.2	-15	3	7	8	0.3
O=c1cc[nH]c2c(C(F)(F)F)cccc12	-6	-26	-2	-1.0	-13	-7	3	-1	0.6
CCOc1ccccc1NC(=O)Nc1ccsc1C(=O)OC	16	8	-4	-0.1	-1	-5	6	-2	0.4
CCCCCn1c(S(=O)(=O)O)nc2ccccc21	-10	6	-11	-0.2	-4	0	0	2	0.1
CC(C)C[C@@H](COCc1cccc(C(F)(F)F)c1)N1CCN(C(=O)c2ccc(C(F)(F)F)cc2)CCC1=O	25	-12	/	0.1	1	-10	1	9	-1.1
CC(C)(C)NC(=O)CN(Cc1ccc(F)cc1)C(=O)Cn1nnc(-c2ccc(F)cc2)n1	11	-9	13	-0.3	-1	2	-2	-5	1.1
Cc1ccc(-c2cc3nc(-c4ccccc4)cc(N4CCOCC4)n3n2)cc1	24	8	-26	-1.3	-2	5	17	8	0.4
O=C(CCN1CCc2ccccc21)c1ccc2c(c1)OCCO2	-9	-7	-10	-0.8	3	4	-2	-8	0.6
Cc1nn(C)cc1CNC(=O)c1ccc(Br)o1	-6	-15	11	-0.8	-1	2	-3	0	0.1
CCOC(=O)c1c(N)sc(C(=O)N(C)C)c1CN1CCOCC1	-3	-19	-10	-0.9	-1	10	2	0	0.6
O=C1c2cccc([N+](=O)[O-])c2C(=O)N1C1CCCCC1	15	0	3	-0.4	-4	-7	-2	-8	0.9
COc1ccccc1NC(=O)c1ccc(NS(=O)(=O)c2ccc(F)c(Cl)c2)cc1	2	3	12	-0.5	-7	5	-6	4	0.1
O=C(CSc1nc2ccccc2nc1SCC(=O)N1CCCCC1)N1CCCCC1	13	1	-26	0.0	-1	5	11	-2	1.3
COc1ccc(-n2c(=O)[nH]cc(C(=O)Nc3ccccc3)c2=O)cc1	-10	5	-1	-1.0	-7	-6	-9	-6	0.2
CCn1c2ccccc2c2cc(/C=N/n3cnnc3)ccc21	1	31	12	-1.0	-5	3	-3	-5	2.7
C=CCc1c(C)nc2c(-c3ccccc3)cnn2c1N1CCOCC1	12	30	-12	-0.7	-2	-2	-2	4	-0.6
COc1cc(C2C=C(c3cccs3)Nc3ncnn32)cc(OC)c1OC (stereo not given)	-64	-34	189	-0.4	-6	-168	132	+	/
O=C(Nc1cccc(C(F)(F)F)c1)c1ccc2nc(-c3ccco3)c(-c3ccco3)nc2c1	3	-17	-14	-1.3	-14	0	-57	-7	0.7
CCOc1ccc(OCCC(=O)OCC(=O)Nc2ccc3c(c2)OCO3)cc1	2	7	-21	-0.2	-3	2	1	0	0.7
C[C@@H]1CN([C@@H](C)CO)C(=O)c2cc(-c3ccccc3F)cnc2O[C@H]1CN(C)Cc1cccc(F)c1	7	9	-4	0.2	0	0	-4	4	-0.3
CCCCNC(=O)COC(=O)c1cc(Br)ccc1Cl	9	1	3	-0.6	4	-4	5	-1	0.9
C[C@H](NC(=O)c1ncn2c1C(=O)N[C@@H](C)C2)c1ccccc1	-8	-1	7	0.3	-5	-1	-2	-11	0.1
O=S(=O)(/N=C(/Nc1cccc2ccccc12)c1ccccc1)c1ccc(F)cc1	10	-6	3	-0.4	-7	-3	-8	1	0.0
CN(C)C(=O)c1cc(-c2ccccc2)no1	2	-2	5	-0.2	0	-3	4	1	0.6
CCCNC(=S)N1CCC(C(=O)c2ccc(F)cc2)CC1	0	-1	-138	-0.2	-2	0	8	-5	-1.0
CCN(CC(=O)NC1CCCC1)S(=O)(=O)c1ccc(C)cc1	-7	8	9	0.2	-3	16	-4	-16	-1.1
O=C(NCCCN1CCOCC1)c1cc(-c2ccc3c(c2)OCO3)nc2ccccc12	-2	6	1	-0.4	0	-1	-12	0	2.0
C=CC[C@H](CC(=O)N(CCO)Cc1ccccc1)C(=O)NC[C@@H](OC(=O)[C@@H](CC=C)Cc1ccc(F)cc1)c1ccccc1	21	-21	7	-0.5	-6	-25	1	4	0.7
NC(=O)CC(NC(=O)Cc1ccc(Cl)cc1)c1ccc(NCC2CC2)c([N+](=O)[O-])c1 (stereo not given)	-1	-18	-7	-0.4	1	19	-7	7	-0.5
N#CCC(CNc1ncc(C(F)(F)F)cc1Cl)OC(=O)c1c(F)cccc1F (stereo not given)	30	11	7	-0.7	-2	5	6	1	0.5
CCCCCNC(=O)C(C1CC1)n1c(=O)c(-c2ccco2)nc2ccccc21 (stereo not given)	/	18	/	-0.5	/	-10	-24	/	1.2
Cc1ccc(SCc2nc(-c3ccccn3)no2)cc1	-2	16	6	-0.2	-2	0	21	0	-0.2
CC1CCCCN1Cc1c(O)ccc2c(=O)c(-c3nc4ccccc4s3)c(N)oc12 (stereo not given)	-11	81*	-6	-1.2	-8	1	-10	-9	2.7
CCCCNC(=S)N/N=C1\C(=O)c2cccc3cccc1c23	3	15	19	-0.3	-2	9	-10	2	-0.2
CCCCCCC(=O)c1c(C)[nH]c(C(=O)OCC)c1C	16	13	7	-0.8	0	-5	-4	6	2.5
COc1cc(CC(=O)Nc2sccc2C(N)=O)cc(OC)c1OC	-16	9	-85	-0.9	-2	-45	-94	-37	0.6
COc1cc(CNc2ccc3[nH]c(=O)[nH]c3c2)ccc1OCc1ccc(Cl)cc1	3	-9	3	0.5	1	-1	4	-1	-1.4
CCc1ccccc1NC(=O)C1CCCN1S(=O)(=O)c1ccc2c(c1)n(C)c(=O)c(=O)n2C (stereo not given)	-5	33	16	-0.4	1	-2	2	2	0.3
CCOC(=O)c1cn(CC)c2ccc(S(=O)(=O)N3CC(C)CC(C)C3)cc2c1=O (stereo not given)	-3	-27	-3	-1.1	-8	1	0	-1	-0.5
CCc1ccc(C(C)NC(=O)C2CCCO2)cc1 (stereo not given)	-7	-23	-4	-1.5	-14	0	-4	4	-0.4
CSc1ccccc1NC(=O)CN(C)CC(=O)Nc1ccc(S(=O)(=O)N2CCCC2)cc1	-6	7	-3	0.0	-4	5	11	-2	-0.1
O=C(COC(=O)c1cccnc1Cl)NC1CCCCCC1	-3	8	9	-0.5	-2	-5	-1	10	1.0
CCc1nc2ccc(C(=O)Nc3ccc(NC(C)=O)cc3)cn2c1N(C)C(=O)Cc1ccccc1	-4	-4	16	0.4	1	1	8	-4	0.7
CS(=O)(=O)Nc1ccc(C(=O)NC2CC3CCC2C3)cc1 (stereo not given)	-7	2	-4	-0.9	-5	1	4	-23	0.4
O=C(NCc1ccccn1)c1ccc(Cn2cc(C(F)(F)F)ccc2=O)cc1	-4	-1	-11	0.6	-2	1	11	-1	-0.3
Cc1ccc(NC(=O)Cn2c(C)csc2=O)cc1	-7	-5	20	0.0	0	-2	3	-6	-0.6
CCCc1ccc(OCc2ccccc2)c2c(=O)cc(C(=O)OCC)oc12	-4	-3	0	0.1	-1	-2	10	12	0.4
CN(C)NC(=O)c1cccc(Cl)c1	-3	3	2	-0.4	0	2	-2	-5	-1.0

Given field by field: 2 of the compounds above
Molecule: CCOC(=O)c1c(N)sc(C(=O)N(C)C)c1CN1CCOCC1
  FAS-TE inh: -3	SKN-1 block: -19	PABP1 MLLE inh: -10	Tb MetRS inh: -0.9	MsrA act: -1	MT1-MMP act inh: 10	NRP1-CendR mod: 2	eLon inh: 0	MsrA inh: 0.6
Molecule: O=C1c2cccc([N+](=O)[O-])c2C(=O)N1C1CCCCC1
  FAS-TE inh: 15	SKN-1 block: 0	PABP1 MLLE inh: 3	Tb MetRS inh: -0.4	MsrA act: -4	MT1-MMP act inh: -7	NRP1-CendR mod: -2	eLon inh: -8	MsrA inh: 0.9

Next part.
SMILES	FAS-TE inh	SKN-1 block	PABP1 MLLE inh	Tb MetRS inh	MsrA act	MT1-MMP act inh	NRP1-CendR mod	eLon inh	MsrA inh
CN(C/C=C/C#CC(C)(C)C)Cc1cccc2ccccc12	21	-9	-3	-1.0	-4	0	-8	-5	2.0
CCOC(=O)c1cn2cccnc2n1	-10	7	1	-2.3	-4	10	0	-9	2.2
COc1cccc(NC(=O)CN(C)C(C)C(=O)NC(C)c2ccc(Cl)cc2Cl)c1 (stereo not given)	3	26	-33	-0.3	-2	2	-4	-5	0.7
C=CCN1C(=NC(=O)CC)SC2CS(=O)(=O)CC21 (stereo not given)	-7	-1	2	-0.1	1	-2	11	1	0.5
Cc1cc(C)n2nc(SC(C)C(=O)N(C)C3CCCCC3)nc2n1 (stereo not given)	1	4	0	-0.2	-1	-2	-7	4	-0.1
COC(=O)CCn1c(C)cc(C(=O)COc2ccccc2C(N)=O)c1C	-3	6	7	-0.8	0	-4	-10	3	0.1
C[C@@H]1CCC(=O)N(CC[C@H](Sc2ccccc2)c2ccccc2)CC1	18	-8	19	0.1	-9	-5	-4	12	-0.8
O=C(NCCCn1ccnc1)C(=O)NCC1OCCN1S(=O)(=O)c1ccc2c(c1)OCCO2 (stereo not given)	-7	4	-4	-0.8	0	-3	5	5	1.2
Cc1cc(NC(=O)C2C3C(=O)N(Cc4ccc(Cl)cc4)C(C(=O)NC(C)(C)C)C34C=CC2(C)O4)no1 (stereo not given)	-5	12	0	0.2	1	2	-14	-2	0.3
CS(=O)(=O)N(CC(=O)NCc1ccc(Cl)cc1)C1CCCCC1	-3	23	3	0.1	-3	-5	2	4	0.1
COc1cc(/C=C2\SC(N)=NC2=O)ccc1OCC(=O)Nc1ccccc1C	-12	7	-30	-0.5	-5	-1	-95	-14	2.0
O=C(c1ccco1)N1CCN(c2nc3ccsc3c(=O)s2)CC1	1	-9	3	1.0	-3	-3	-8	-4	-0.5
CNc1cncc(-c2ccc(F)cc2F)n1	2	22	3	-0.1	-3	-2	-3	7	1.7
CCCNC(=O)C[C@@H]1C[C@@H]2c3cc(NS(=O)(=O)c4ccc(OC)cc4)ccc3O[C@@H]2[C@@H](CO)O1	-3	-8	11	-0.2	-6	0	-6	-9	2.6
Cc1cccc(C(=O)N2CCNC(=O)C2CC(=O)Nc2cccc(Cl)c2)c1 (stereo not given)	0	6	-5	0.4	-2	-3	19	-1	0.5
CN1CCc2c(OCC(=O)N3CCCc4ccccc43)cccc2C1=O	-3	-1	-5	-1.2	-7	4	3	0	-0.8

Entries of single compounds from above. Order of values: FAS-TE inh, SKN-1 block, PABP1 MLLE inh, Tb MetRS inh, MsrA act, MT1-MMP act inh, NRP1-CendR mod, eLon inh, MsrA inh
CCCNC(=O)C[C@@H]1C[C@@H]2c3cc(NS(=O)(=O)c4ccc(OC)cc4)ccc3O[C@@H]2[C@@H](CO)O1 in the list: -3, -8, 11, -0.2, -6, 0, -6, -9, 2.6
Cc1cccc(C(=O)N2CCNC(=O)C2CC(=O)Nc2cccc(Cl)c2)c1 (stereo not given) in the list: 0, 6, -5, 0.4, -2, -3, 19, -1, 0.5
